# p53 reactivator = restores transcriptional activity of mutant p53; H1299 p53-A138V BP100-luciferase reporter, luminescence, 24 h; Potency, µM (titrated, usually from 92.2 µM), for inactives: at the highest dose activity change, positive = activation, actives largely listed as activators; 0.063% of 320,000 active; AID 504706; note: potency is the fitted concentration of half-maximal effect; % of control where 0% means no effect; nearly all actives have a fitted effect of over 45% in size
#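 H1299 (p53-null), stable ts p53-A138V + BP100-Luc; 1000 cells/well, Opti-MEM/10% FBS; cpd 4 pt, 1:5; 24 h, 37 deg C, 5% CO2; detection reagent 10 min RT; luminescence.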
# ELG1 genotoxic = induces genotoxicity in HEK293T cells with luciferase-tagged ELG1. AID 504466. HEK293T ELG1-luciferase reporter, luminescence, 16 h. Potency, µM (top dose mostly 46 µM), for inactives: top-dose activity change, positive = activation, usual class: activators. 1.3% of 330,000 active; note: potency is the fitted concentration of half-maximal effect; % of control where 0% means no effect; nearly all actives have a fitted effect of over 60% in size
#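 Genotoxicity was scored as increased ELG1-luciferase reporter signal, measured by ONE-Glo luminescence (30 min, room temperature). Compound or vehicle exposure of the HEK293T reporter cells lasted 16 hr at 37°C.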
# NPC1 promoter act = NPC1 promoter activation; Potency, µM (top dose mostly 9.22 µM), for inactives: at the top dose activation, usual class: activators; Huh7 NPC1 promoter luciferase reporter, 24 h; 2.4% of 320,000 active;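 note: potency is the fitted concentration of half-maximal effect; % of control where 0% means no effect; nearly all actives have a fitted effect of over 60% in size; reporter is driven by a mutant NPC1 promoter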
#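 Readout is luciferase luminescence, reflecting NPC1 promoter activation in stably transfected Huh7 cells after 24 h compound exposure at 37 °C in reduced-serum medium with 10% FBS.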
# Rab9 promoter act = Rab9 promoter activation; Huh7 Rab9 promoter-luciferase reporter, luminescence, 24 h; 2.8% of 320,000 active; AID 485297; Potency, µM (top dose mostly 9.22 µM), without a hit: at the highest dose activation, negative = inhibition, hits mostly activators; note: potency is the fitted concentration of half-maximal effect; % of control where 0% means no effect; nearly all actives have a fitted effect of over 60% in size
#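 Rab9 promoter-driven luciferase in stably transfected Huh7 cells; 1500 cells/well rested 2 h, exposed to compound in DMSO for 24 h at 37 °C, 5% CO2. Luminescence read 10 min after adding luciferase reagent at ambient temperature.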
# Gal4-VP16 FLuc = Gal4-VP16 reporter inhibition counter-screen. Potency, µM (titrated, usually from 53.6 µM), for the others: at the highest dose activity, negative = inhibition, actives largely listed as inhibitors. Drosophila S2 Gal4-VP16 UAS-luciferase, luminescence, 20 h. AID 2546. 3.5% of 310,000 active;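 note: Gal4-VP16 expression switched on by copper sulfate through the metallothionein promoter; potency is the fitted concentration of half-maximal effect; % is set by controls: 0 for no effect and ±100 for the full control effect; nearly all actives have a fitted effect of over 50% in size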
# PKM2 activator = increases activity of human pyruvate kinase M2; P14618; purified PKM2, Kinase-Glo ATP luminescence, activation; response scale: 0% is enzyme alone, no compound; Potency, µM (series often up to 57.5 µM), inactives show at the highest dose activation, usual class: activators; 0.34% of 260,000 active; note: potency is the fitted concentration of half-maximal effect; % is set by controls: 0 for no effect and ±100 for the full control effect; nearly all actives have a fitted effect of over 55% in size
# Target sequence (P14618 whole entry, looked up): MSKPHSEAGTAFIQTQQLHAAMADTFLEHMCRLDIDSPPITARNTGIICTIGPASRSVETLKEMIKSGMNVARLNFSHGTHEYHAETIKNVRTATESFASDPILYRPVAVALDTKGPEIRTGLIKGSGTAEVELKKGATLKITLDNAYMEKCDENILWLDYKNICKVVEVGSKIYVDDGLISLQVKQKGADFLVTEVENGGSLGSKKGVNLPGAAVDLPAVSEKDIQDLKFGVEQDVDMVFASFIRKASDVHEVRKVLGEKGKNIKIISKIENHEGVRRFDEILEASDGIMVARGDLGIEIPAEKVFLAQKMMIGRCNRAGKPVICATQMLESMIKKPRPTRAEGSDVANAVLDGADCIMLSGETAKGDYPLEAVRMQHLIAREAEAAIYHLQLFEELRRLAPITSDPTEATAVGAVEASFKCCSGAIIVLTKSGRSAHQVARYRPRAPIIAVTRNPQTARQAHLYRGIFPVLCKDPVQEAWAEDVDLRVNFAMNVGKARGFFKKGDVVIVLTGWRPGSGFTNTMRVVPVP
#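 ATP formation by purified human PK-M2, quantified via coupled luciferase luminescence after 1 h at room temperature with 0.1 mM ADP and 0.5 mM PEP final.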
# Menin MLL FP TR = menin-MLL binding inhibition, Texas Red mutant peptide; O00255; Menin + Texas Red MLL mutant peptide, fluorescence polarization; Potency, µM (highest dose often 61.6 µM), inactives show at the top dose FP activity change, negative = inhibition, hits mostly inhibitors; 0.23% of 270,000 active; active = well fitted inhibition curve with a large enough effect in the polarisation, with a control signal flat, not every such curve was filed as active; inconclusive = small, poorly fitted or top-dose-only effect, or effect the other way, or a change in a side signal; inactive = no such curve, though single readings can be large or run the other way; the % refers to the polarisation; note: potency is the fitted concentration of half-maximal effect; % of control where 0% means no effect; many of its hits are not listed in these tables
# BRCA1 expr up = increases BRCA1 expression | MCF7-BRCA1-FFLuc reporter, luminescence, 48 h; response scale: scaled: vehicle 0%, 10 µM genistein 100% | Potency, µM (titrated, usually from 46.1 µM), for inactives: at the top dose activation, actives largely listed as activators | 1.1% of 380,000 active | AID 624202; note: potency is the fitted concentration of half-maximal effect; nearly all actives have a fitted effect of over 80% in size; some results filed as inactive show a strong effect at the top dose
#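 Using MCF7 cells harboring a BRCA1 firefly luciferase reporter, plated 2 h before compound pinning, the screen measured luminescence after 48 h incubation. Responses were normalized to DMSO and 10 microM genistein, then fitted for concentration-effect.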
# Giardia killer = Giardia lamblia killing | Giardia lamblia trophozoite viability | activity change, % at 7.66 µM, hits read low | 0.15% of 340,000 active | AID 540267; in the data active = activity change below about -80%; inconclusive = between about -30% and that limit;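 note: parasites exposed to compound for two days anaerobically before the ATP read; % is set by controls: 0 for no effect and ±100 for the full control effect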
#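 Giardia lamblia trophozoites (100 cells/well) were incubated with compounds for 48 h at 37 deg C under anaerobic conditions. Viability was read as ATP content by one-step luminescence after 15-30 min at room temperature.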
# RORg inh = blocks mouse ROR gamma transcriptional activity. P51450. Drosophila S2 Gal4-RORgamma UAS-luciferase reporter, 20 h. 5.4% of 310,000 active. Potency, µM (series often up to 53.6 µM), inactives show at the highest dose activity change, negative = inhibition, hits mostly inhibitors; note: potency is the fitted concentration of half-maximal effect; % is set by controls: 0 for no effect and ±100 for the full control effect; nearly all actives have a fitted effect of over 60% in size
# Target sequence (P51450 whole entry, looked up, the tested form may be a part): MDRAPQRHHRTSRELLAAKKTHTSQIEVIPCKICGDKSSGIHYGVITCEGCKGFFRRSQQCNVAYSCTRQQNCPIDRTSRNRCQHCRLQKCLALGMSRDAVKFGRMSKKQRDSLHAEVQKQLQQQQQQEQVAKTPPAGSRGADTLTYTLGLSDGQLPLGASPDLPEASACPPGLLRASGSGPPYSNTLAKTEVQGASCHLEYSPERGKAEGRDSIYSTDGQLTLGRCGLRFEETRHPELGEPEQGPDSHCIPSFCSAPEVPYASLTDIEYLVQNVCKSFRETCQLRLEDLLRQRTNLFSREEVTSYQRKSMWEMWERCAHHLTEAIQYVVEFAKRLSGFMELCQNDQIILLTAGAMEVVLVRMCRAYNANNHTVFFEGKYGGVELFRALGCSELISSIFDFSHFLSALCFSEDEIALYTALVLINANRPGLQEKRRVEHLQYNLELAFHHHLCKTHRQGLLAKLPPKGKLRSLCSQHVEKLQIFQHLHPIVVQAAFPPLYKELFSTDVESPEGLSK
#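 Using a luciferase readout, inhibitors were identified by reduced reporter activity in Drosophila cells coexpressing a copper-inducible Gal4–ROR gamma fusion and UAS-driven Photinus luciferase, incubated 20 hr after 700 uM copper sulfate.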
# FLuc modulator = counter-screen for miR-21 project: firefly luciferase inhibitors or activators. P08659. purified FLuc, Km substrates, luminescence inhibition. Potency, µM (top dose mostly 57.5 µM), inactives show top-dose activity change, negative = inhibition, actives largely listed as inhibitors. 6.9% of 360,000 active;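 note: potency is the fitted concentration of half-maximal effect; plate controls were vehicle for no effect and reference inhibitor for full effect; nearly all actives have a fitted effect of over 55% in size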
#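 Purified P. pyralis luciferase, 10 nM final, with Km-level 10 uM D-luciferin and 10 uM ATP in 50 mM Tris acetate pH 7.5, 10 mM Mg acetate, 0.01% Tween-20, 0.05% BSA; 6-point qHTS titration about 60 µM downward; luminescence read.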
# * hit, by the source's call; ? = inconclusive; . = no result given; [ ] = dose if it differs, or a comment. Unless noted, calls come from the whole dose curve; as a rule, active = well fitted curve in the direction sought with a large enough effect; inconclusive = small, poorly fitted or top-dose-only effect, or another doubt; inactive = no such curve, though single readings can be large; an effect the other way counts as inactive or inconclusive.
SMILES,p53 reactivator,ELG1 genotoxic,NPC1 promoter act,Rab9 promoter act,Gal4-VP16 FLuc,PKM2 activator,Menin MLL FP TR,BRCA1 expr up,Giardia killer,RORg inh,FLuc modulator
COC(=O)c1ccccc1NC(=O)CN(C1CCCCC1)S(C)(=O)=O,-2%,0%,-5%,-2%,1%,1%,4%,-1%,-2,-44%,-1%
Cc1[nH]c(=S)[nH]c(=O)c1CCCO,-1%,1%,-3%,-6%,-14%,7%,7%,-5%,17,-13%,0%
COc1ccc(N=C2SC(C(=O)Nc3ccc(F)cc3)CC(=O)N2C)cc1 (centres undefined),0%,-2%,-2%,-4%,7%,-9%,-22%,-15%,26,3%,0%
CN(C)CCC(=O)c1ccc(F)cc1,10%,-2%,-1%,-5%,4%,-1%,.,0%,-27,3%,4%
CCOCCCn1c(SCC(=O)NC(C)C)nc2ccccc2c1=O,-4%,4%,1%,-6%,0%,0%,-1%,-3%,0,-31%,5%
COc1ccc(N2CCN(C(=O)CCCC(=O)c3ccccc3)CC2)cc1,.,3%,-1%,17%,-2%,-4%,-1%,9%,6,41%,-1%
O=C(NC(=S)NC1CCCCC1)c1ccc(F)cc1,?,?,?,4µM*,4.5µM*,-8%,.,11µM*,6,3.2µM*,?
CC(C)N1CCC(N2CCN(Cc3ccc(-c4ccccc4Cl)o3)CC2CCO)CC1 (centres undefined),-1%,-6%,-5%,-4%,-17%,5%,29%,-35%,-26,?,1%
O=C(CNC(=O)[C@@H]1Cc2ccccc2CN1)NC1CCCCC1,7%,1%,-4%,-4%,-9%,-5%,-1%,-10%,17,-16%,1%
COc1ccc(S(=O)(=O)N2CCCCCC2)cc1C(=O)N(C)Cc1ccc(C)cc1,-1%,-5%,-11%,-7%,.,.,.,-39%,-14,.,-2%
c1ccc2c(c1)oc1c(N3CCN(Cc4ccc5c(c4)OCO5)CC3)ncnc12,?,18µM*,0%,-12%,?,-1%,?,-72%[inhibitor],-14,-30%,17µM*
CSc1ccccc1C(=O)Nc1ccc(C)c(C)c1,25%,?,?,?,7%,-27%,-3%,45%,1,19%,15µM*
O=C(CN1CCCc2ccccc21)Nc1cc(S(=O)(=O)N2CCCC2)ccc1Cl,-6%,-1%,1%,-2%,.,.,.,-32%,11,.,2%
CCOC(=O)C1(CC2CC2)CCN(C(=O)c2cccnc2C)CC1,3%,2%,-2%,0%,6%,-1%,-11%,38%,3,11%,-16%
O=C(CSc1nc2nc3c(cc2c(=O)n1-c1ccccc1)CCCC3)Nc1cccc2ccccc12,9%,-2%,1%,-4%,-8%,-1%,-7%,-34%,24,4%,0%
CC(/C=N/NC(=O)c1cc(-c2ccc3ccccc3c2)n[nH]1)=C\c1ccco1,?,0%,-2%,-5%,3%,2%,?,38%,1,?,?
COc1ccc(CNc2nc(Cl)c(C#N)s2)cc1,9%,18%,?,30%,?,.,29%,?,-12,20%,?
COc1cccc(Nc2ccc(C(=O)O)cc2[N+](=O)[O-])c1,1%,8%,1%,-6%,-2%,4%,12%,10%,?,-1%,3%
CCOC(=O)N1CCN(S(=O)(=O)CCNC(=O)c2ccccc2)CC1,1%,-2%,-2%,3%,.,.,.,4%,22,.,2%
COc1ccc(OC)c(NC(=O)c2cccc(C)c2[N+](=O)[O-])c1,-4%,-3%,-5%,1%,-4%,-2%,28%,4%,-2,-21%,-10%
COc1cccc(/C=C/c2nc(S(=O)(=O)c3ccccc3)c(N(C)C)o2)c1,-3%,-4%,-3%,-5%,19%,.,20%,-19%,3,0%,2%
Nc1nc2c(c(=O)[nH]1)C(c1cccc3ccccc13)C1=C(N2)c2ccccc2C1=O (centres undefined),0%,0%,-11%,1%,4%,?,20%,0%,2,3%,-12%
CCN(CC)S(=O)(=O)c1cccc(-c2nnc(SCCCC(=O)c3ccccc3)o2)c1,-15%,-6%,0%,2%,12%,-4%,3%,2%[1.84 µM],0,35%,?
COc1ccccc1-n1c(SCC(=O)Nc2ccc3c(c2)OCO3)nc2c(c1=O)SCC2,-8%,-1%,0%,-2%,-5%,11%,8%,-25%,-4,?,5%
O=C(Cc1c(F)cccc1Cl)Nc1ccc(S(=O)(=O)NCC2CCCO2)cc1 (centres undefined),-3%,-4%,-2%,-6%,3%,-3%,-1%,5%,19,0%,0%
# Following part
SMILES,p53 reactivator,ELG1 genotoxic,NPC1 promoter act,Rab9 promoter act,Gal4-VP16 FLuc,PKM2 activator,Menin MLL FP TR,BRCA1 expr up,Giardia killer,RORg inh,FLuc modulator
CCOc1ccc(N(CC(=O)N/N=C/c2cc([N+](=O)[O-])ccc2Cl)S(C)(=O)=O)cc1,2%,-2%,6%,8%,-3%,12%,6%,-40%,5,-1%,-1%
O=[N+]([O-])/C(=C\Nc1ccccc1)S(=O)(=O)c1ccccc1,13%,1%,2%,-4%,7%,-41%,-2%,8%,9,-40%,1%
Cc1ccn2c(C(=O)NNC(=O)Nc3ccc(Cl)cc3)c(C)nc2c1,0%,2%,-4%,-1%,12%,.,.,7%,9,16%,2%
COc1ccc(C(=O)Nc2ccccc2N2CCCC2)cc1,0%,-1%,-2%,-2%[1.84 µM],9%,.,15%,3%,-1,16%,-10%
Oc1ccccc1CN(Cc1ccco1)CC(O)COCc1ccc(Cl)cc1 (centres undefined),-1%,-8%,-2%,2%,-17%,-4%,-4%,-58%,-4,-32%,-1%
CCOC(=O)C1C(=O)OC(C)(C)C1C(C)C(=O)c1ccc(OC)cc1 (centres undefined),-14%,0%,1%,1%,-13%,-16%,-16%,-1%,-22,11%,0%
CCCn1c2ccccc2c2cnn(CC(=O)NCCCOC)c(=O)c21,-2%,1%,0%,-9%,2%,.,-15%,0%,-2,5%,-1%
COc1ccc(C(=O)NCc2nnc(SCC(=O)NO)n2Cc2ccccc2)cc1,-1%,2%,-1%,-7%,1%,-4%,-15%,-21%,-11,1%,5%
CCc1cc(C(=O)c2ccc(OC)cc2)c(NC(=O)CN2CCCCC2)s1,0%,-5%,-6%,-2%,-24%,0%,.,-16%,-2,7.1µM*,4%
O=C1/C(=C/c2ccccc2)CSc2sccc21,5%,?,15%,21%,12%,6%,-1%,86%,2,?,?
Cc1ccc(NC(=O)CSc2nnc(-c3n[nH]c4ccccc34)n2-c2ccccc2)c(C)c1,3%,-11%,0%,0%,-10%,-2%,1%,-38%,-4,?,3%
O=c1cc(N2CCC3(CC2)OCCO3)[nH]c(=O)n1-c1ccc(Cl)cc1,15%,2%,-5%,-2%,3%,-2%,1%,20%,-7,-6%,1%
COc1ccccc1NS(=O)(=O)c1ccc(NC(=O)c2nc3nc(C)cc(C(F)F)n3n2)cc1,-8%,-5%,-1%,-6%,2%,4%,.,1%,9,-14%,8%
Cc1cc(NC(=O)COc2ccc3oc4ccccc4c3c2)no1,1%,3%,1%,2%,-5%,-1%,3%,-29%,3,-3%,0%
O=C(NC(Cc1ccc(O)cc1)C(=O)O)/C(=C/c1ccccc1)NC(=O)c1ccccc1 (centres undefined),8%,1%,-2%,18%,1%,-2%,.,0%,3,-3%,2%
O=C(Nc1ncnc2c1ncn2C1OC(COC(=O)c2ccccc2)C(F)C1O)c1ccccc1 (centres undefined),16%,0%,15%,-4%,11µM*,-5%,-9%,17%,-9,10µM*,0%
O=C(Nc1nncs1)c1cc2c(s1)CCC2,-2%,?,?,2.8µM*,-17%,-11%,-7%,?,-6,?,6.7µM*
O=[N+]([O-])c1ccccc1OCCCCN1CCCCC1,4%,2%,7%,7%,-4%,-5%,4%,-25%,2,-3%,0%
COc1ccc(Nc2nnc(-c3ccc(O)cc3)c3ccccc23)cc1C(N)=O,1%,0%,-6%,-3%,4%,2%,16%,-1%,36[activator],9%,?
Clc1ccc(CN(Cc2ccccc2)C(c2cccs2)c2nnnn2C2CCCC2)cc1 (centres undefined),.,.,.,.,?,-4%,1%,-20%,16,-81%,2%
O=C1CN(S(=O)(=O)c2ccc(F)cc2)c2ccccc2N1,.,3%,-2%,2%,0%,1%,8%,1%,-6,4%,2%
Cc1c(Cl)cccc1NC(=O)CCN1CCN(CCO)CC1,-22%,0%,0%,4%,-6%,4%[11.5 µM],15%,16%,5,-20%,0%
CCN(Cc1ccncc1)Cc1c(O)ccc2ccccc12,11%,-2%,2%,1%,-16%,10%,9%,-12%,-7,-36%,-3%
Clc1ccccc1Cc1noc(CN2CCSCC2)n1,4%,3%,0%,-4%,-1%,-10%,6%,-1%,6,-17%,-3%
CO/N=C/NC(=O)NOCc1ncc(C(F)(F)F)cc1Cl,-4%,-8%,1%,-2%,-6%,-10%,7%,-14%,1,14%,3%

# The list is partial (hit frequency here may not be typical).
